Bioassay records: PubChem BioAssay, National Center for Advancing Translational Sciences (NCATS)
Vif-APOBEC3F blk = inhibitors of Vif-A3F interaction | Potency, µM (series often up to 46.1 µM), for inactives: at the highest dose activity, negative = active | HeLa A3F-eYFP + Vif (tagged APOBEC3F with the HIV-1 protein that degrades it), YFP fluorescence increase | 0.2% of 390,000 active; also: % of control where 0% means no effect; nearly all actives have a fitted effect of over 65% in size
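Fluorescence increase (Ex 488/Em 500-530) after overnight compound treatment at 37 deg C flags inhibition of Vif-driven A3F-eYFP loss in stable HeLa A3F-eYFP/Vif cells seeded overnight beforehand.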
RXFP1 agonist = RXFP1 (human) receptor agonism; Q9HBX9; HEK293T-RXFP1 cAMP TR-FRET, 30 min; response scale: percent of porcine relaxin response, buffer zero; Potency, µM (top dose mostly 57.5 µM), inactives show at the highest dose activation, actives largely listed as activators; 0.3% of 370,000 active; also: % is scaled to controls: 0 for no effect and ±100 for the full control effect; nearly all actives have a fitted effect of over 60% in size; many of its hits are not listed in these tables
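HEK293 cells stably expressing RXFP1, treated 30 min at 37C with compounds plus PDE4 inhibitor Ro 20174; cAMP measured by HTRF TR-FRET. Normalized to buffer and 29 nM porcine relaxin; EC50 by Hill fit.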
TrxR1 substrate = rat thioredoxin reductase 1 substrate activity | purified TrxR1 substrate turnover, NADPH consumption readout | Potency, µM (titrated, usually from 114 µM), without a hit: at the top dose activity change, negative = substrate turnover | 0.01% of 390,000 active | AID 588456; also: % is scaled to controls: 0 for no effect and ±100 for the full control effect; nearly all actives have a fitted effect of over 50% in size
Target sequence (O89049 whole entry, looked up): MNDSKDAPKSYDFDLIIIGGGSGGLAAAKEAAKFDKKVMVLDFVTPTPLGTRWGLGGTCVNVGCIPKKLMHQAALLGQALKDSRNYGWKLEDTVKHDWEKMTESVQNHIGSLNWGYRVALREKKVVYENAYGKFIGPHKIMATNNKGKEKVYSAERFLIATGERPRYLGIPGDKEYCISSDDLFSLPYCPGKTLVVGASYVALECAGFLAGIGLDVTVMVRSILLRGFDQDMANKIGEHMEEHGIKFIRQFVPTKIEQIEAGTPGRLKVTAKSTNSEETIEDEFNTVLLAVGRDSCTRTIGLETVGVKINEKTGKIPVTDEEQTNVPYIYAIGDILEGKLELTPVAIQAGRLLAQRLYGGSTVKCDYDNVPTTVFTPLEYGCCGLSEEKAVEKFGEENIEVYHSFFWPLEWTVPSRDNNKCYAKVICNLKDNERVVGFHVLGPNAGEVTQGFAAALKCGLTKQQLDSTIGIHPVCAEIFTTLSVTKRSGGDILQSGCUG
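Rat TrxR1, dispensed at 90 nM, was prereduced with 400 uM NADPH (final) for 5 min at ~22 deg C, then incubated with compound 15 min before 400 uM selenite. A first-read NADPH fluorescence drop versus no-compound background flagged substrates.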
USP1 inh = USP1/UAF1 (human) deubiquitinase inhibition | recombinant USP1/UAF1, Ub-Rhodamine cleavage fluorescence | Potency, µM (titrated, usually from 57.1 µM), for inactives: top-dose activity change, negative = inhibition, most hits filed as inhibitors | 0.23% of 390,000 active | AID 743255; also: % is scaled to controls: 0 for no effect and ±100 for the full control effect; nearly all actives have a fitted effect of over 60% in size; inactives centre near -12
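Step one: compound is pinned into 1nM USP1/UAF1 in HEPES pH 7.8 buffer with TCEP. Step two: 15 min room-temperature incubation. Step three: Ub-Rho (150nM final) starts cleavage, tracked by fluorescence over six one-minute reads.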
RGS4 inhibitor = human RGS4 inhibition | P49798 | 0.039% of 390,000 active | AID 504845 | Potency, µM (highest dose often 114 µM), for inactives: at the highest dose activity change, negative = inhibition, most hits filed as inhibitors | Transcreener GDP fluorescence polarization, RGS4-accelerated GTP hydrolysis; also: % is scaled to controls: 0 for no effect and ±100 for the full control effect; nearly all actives have a fitted effect of over 75% in size; some results filed as inactive show a strong effect at the top dose
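MLSMR compounds (23 nl, pin-transferred) preincubated 10 min at room temperature with a 500nM (2x) first reagent, then RGS4 at 900nM (2x) plus Transcreener GDP mix added; fluorescence polarization (620/688 nm) read before and after 90 min at 30 °C.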
rTrxR1 inhibitor = inhibitors of rat thioredoxin reductase 1; O89049; recombinant rTrxR1, NADPH fluorescence consumption, selenite substrate; Potency, µM (series often up to 114 µM), for the others: at the highest dose activity change, negative = inhibition, hits mostly inhibitors; 1% of 390,000 active; also: % is scaled to controls: 0 for no effect and ±100 for the full control effect; nearly all actives have a fitted effect of over 65% in size
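Rat TrxR1 (90 nM in the dispensed reagent) was pre-reduced with 400 uM NADPH for 5 min at room temperature, then incubated with compound for 15 min. After 400 uM selenite was added, NADPH fluorescence (Ex 340/Em 450 nm) was followed for 8 min.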
Vif-A3G inh = blocks the Vif interaction with human APOBEC3G; Potency, µM (titrated, usually from 46.1 µM), inactives show at the top dose activity, negative = active, most hits filed as inhibitors; HeLa A3G-eYFP + Vif (tagged APOBEC3G with the HIV-1 protein that degrades it), YFP fluorescence, overnight; 0.076% of 410,000 active; AID 602310; Q9HC16;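 also: % is scaled to controls: 0 for no effect and ±100 for the full control effect; nearly all actives have a fitted effect of over 60% in size; hits raise eYFP signal because A3G escapes Vif-driven loss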
Target sequence (Q9HC16 whole entry, looked up): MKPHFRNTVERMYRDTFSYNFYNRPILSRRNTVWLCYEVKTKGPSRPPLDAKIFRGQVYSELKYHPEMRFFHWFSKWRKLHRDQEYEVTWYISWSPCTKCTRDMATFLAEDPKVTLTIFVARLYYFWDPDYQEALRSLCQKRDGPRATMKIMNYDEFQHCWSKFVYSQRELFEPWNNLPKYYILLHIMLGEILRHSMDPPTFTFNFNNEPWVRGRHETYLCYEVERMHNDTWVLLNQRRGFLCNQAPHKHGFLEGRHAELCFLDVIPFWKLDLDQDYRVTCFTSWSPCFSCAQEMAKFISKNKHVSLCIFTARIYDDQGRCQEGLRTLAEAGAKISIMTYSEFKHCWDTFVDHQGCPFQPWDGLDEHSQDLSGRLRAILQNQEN
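Read-out is eYFP fluorescence (Ex 488/Em 500-530) from Vif-expressing HeLa A3G-eYFP cells; more signal means A3G escaped Vif-mediated degradation. Cells plated overnight, compound pinned in, incubated overnight at 37 deg C.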
ALOX12 inh = inhibitors of human 12S-lipoxygenase ALOX12 | Potency, µM (highest dose often 108 µM), for the others: at the top dose activity change, negative = inhibition, actives largely listed as inhibitors | P18054 | purified 12hLO, xylenol orange hydroperoxide absorbance | 1.1% of 580,000 active; also: % is scaled to controls: 0 for no effect and ±100 for the full control effect
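Purified human 12hLO at 150 nM in 25 mM Hepes, 0.01% Triton X-100, pH 7.0, preincubated 15 min at room temperature with compound. Reaction started with 40 uM arachidonic acid, 30 min at room temperature. Hydroperoxide measured by Fe-xylenol orange, 573/405 nm absorbance ratio.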
mIDH1 inhibitor = human IDH1 R132H inhibition. 0.093% of 390,000 active. Potency, µM (titrated, usually from 76.6 µM), without a hit: top-dose activity change, negative = inhibition, hits mostly inhibitors. AID 602179. O75874. IDH1-R132H enzyme, NADPH consumption, diaphorase/resazurin fluorescence; also: % is scaled to controls: 0 for no effect and ±100 for the full control effect; nearly all actives have a fitted effect of over 65% in size
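IDH1-R132H (0.5 ug/mL dispensed) in pH 7.5 Tris buffer was preincubated 30 min with compound, then given a substrate mix of 0.016 mM NADPH and 2 mM alpha-KG for 80 min at room temperature; remaining NADPH was read by diaphorase/resazurin fluorescence.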
* marks the source's active call; other numbers are inactive results; u = inconclusive; x = no result given; [ ] = remark or other dose. Calls follow the shape of the dose curve; as a rule, active = well fitted curve in the direction sought with a large enough effect; inconclusive = small, poorly fitted or top-dose-only effect, or another doubt; inactive = no such curve, though single readings can be large; an effect the other way counts as inactive or inconclusive. Potency is read from the fitted curve at half-maximal effect.

SMILES	Vif-APOBEC3F blk	RXFP1 agonist	TrxR1 substrate	USP1 inh	RGS4 inhibitor	rTrxR1 inhibitor	Vif-A3G inh	ALOX12 inh	mIDH1 inhibitor
COc1cc(OC)cc(C(=O)OCC(=O)NC(C)CCc2ccccc2)c1 (stereo not drawn)	-16.4%	-0.3%	-14.8%[57.1 µM]	-11.3%	-23.7%	22.6%[57.1 µM]	-0.8%	-6.0%	9.3%
Cc1ccc(NC(=O)Nc2csc3c2CCCC3)c(C)c1	5.2%	0.3%	1.7%	24.4%	10.0%	24.6%	-1.8%	-2.6%	7.3%
Oc1ccc(C[C@H]2CNCCN2CCc2cccc(F)c2)cc1	3.9%	-0.2%	9.5%[57.1 µM]	u	-27.0%	11.2%[57.1 µM]	1.5%	-4.4%	-24.5%
COCCCn1c(=O)/c(=C\c2ccc(OC(F)F)c(OC)c2)s/c1=C(/C#N)C(=O)NCCOC	-26.7%	u	32.4%[activator]	-17.7%	6.9%	-5.8%	-7.0%	-12.6%	-3.3%
Cc1ccc(OCC(=O)NCCNC(=O)c2ccco2)cc1	-5.2%	-1.3%	-1.7%	-23.3%	6.2%	1.2%	-1.1%	-15.4%	-2.9%
O=C(Nc1ccccc1Cl)O/N=C(/c1ccccc1)c1ccccn1	-9.5%	0.3%	3.6%	-10.3%	-19.4%	17.0%	3.8%	-4.4%	1.9%
COc1ccc(-c2nn3c(=O)cc(CN4CCN(C(=O)Nc5ccc(C)c(Cl)c5)CC4)nc3s2)cc1	-4.1%	4.1%	-1.9%[57.1 µM]	-24.6%	-10.4%	0.6%[57.1 µM]	1.2%	2.4%	8.8%
COc1ccccc1CNC(=O)c1cnn(-c2ccc(F)cc2F)c1C1CCN(C(=O)OC(C)(C)C)CC1	-0.3%	-1.3%	-1.9%	-16.5%	-6.2%	11.8%	3.3%	-12.3%	-2.3%
CC(C)Sc1nc2c(c(=O)[nH]c(=O)n2C)n1CC(O)COc1ccccc1 (stereo not drawn)	9.0%	1.4%	-11.2%[57.1 µM]	-8.2%	-36.9%	19.1%[57.1 µM]	0.8%	-13.1%	11.4%
Cn1nnnc1SCC(=O)NCc1cccc(C(=O)O)c1	3.0%	1.5%	0.0%	-21.9%	-1.0%	9.6%	0.0%	0.0%	-1.7%
O=S(=O)(Nc1nccs1)c1ccc(Br)cc1	-1.1%	-0.9%	7.4%[57.1 µM]	0.5%	-50.3%	10.7%	-1.0%	u	1.0%
Cc1nn(CC(=O)NC2CC2)c(C)c1S(=O)(=O)NC(C)(C)C	0.9%	x	3.4%	-20.0%	-6.2%	4.5%	1.1%	-26.2%	-0.9%
COc1cccc(Nc2ccc(C(=O)O)cc2N)c1	7.3%	-0.8%	22.4%[57.1 µM]	-9.5%	13.5%	-15.2%[57.1 µM]	-3.6%	0.0%	-2.3%
O=C1CC(c2ccccc2)Cc2nc(N3CCc4ccccc4C3)ncc21 (stereo not drawn)	-8.3%	0.6%	-12.0%	-9.7%	41.9%	-13.9%	-11.2%	-19.4%	1.8%
Cc1nc(-c2cccc(NS(=O)(=O)c3ccc4ccccc4c3)c2)cs1	-1.8%	-0.2%	-8.4%	-2.9%	21.5%	-5.9%	0.8%	u	5.9%
Fc1ccc(Nc2ncnc3sc4c(c23)CCC4)cc1F	0.1%	-0.7%	7.8%	1.2%	7.4%	16.3%	-1.3%	-13.8%	0.5%
CCOC(=O)Cn1c(=O)c(F)cn(Cc2ccc(OC)c([N+](=O)[O-])c2)c1=O	2.9%	2.0%	-6.1%[57.1 µM]	0.5%	-51.7%	-9.4%[57.1 µM]	0.1%	0.0%	7.2%
O=C(c1cnc2n(c1=O)CCS2)N1CCN(c2ccc(Cl)c(Cl)c2)CC1	-0.7%	-0.5%	-4.2%	-17.0%	-24.3%	-7.7%	1.4%	x	1.6%
CCOC(=O)N1CCN(C(=O)COC(=O)C2CCN(S(=O)(=O)c3c(Cl)cccc3Cl)CC2)CC1	-5.6%	1.0%	-13.7%	-11.9%	-7.9%	-8.3%	-1.9%	-2.3%	4.4%
COc1ccc(N2CC(C(=O)N[C@@H](C)C(=O)N[C@H](CO)c3ccccc3)CC2=O)cc1 (stereo partly drawn)	-10.4%	0.2%	-1.1%[57.1 µM]	-5.0%	-6.4%	1.5%[57.1 µM]	0.9%	-0.3%	16.7%
Cc1ccc(N2CC(=O)Nc3c(oc4nc(-c5ccccc5)cc(C)c34)C2=O)cc1	-7.2%	1.5%	9.1%[11.4 µM]	-0.2%	-16.2%	24.5%[11.4 µM]	0.3%	u	-7.1%
O=C(COc1ccc(C(=S)N2CCOCC2)cc1Cl)Nc1ccccc1Cl	-1.1%	0.8%	-19.7%[57.1 µM]	-23.5%	-43.5%	12.6%[57.1 µM]	2.0%	119.6%[activator]	4.6%
COc1ccc(-c2cc(C(F)(F)F)nc(SCCC(=O)Nc3ccc(F)cc3F)n2)cc1	8.5%	5.6%	-3.0%	-21.6%	13.5%	11.3%	-1.3%	-1.3%	-7.7%
OCC[n+]1ccc(/C=C/c2c[nH]c3ccccc23)cc1	3.55µM*	-0.2%	-10.1%	28.2µM*	-23.6%	-8.1%	u	u	2.9%
Cc1c(C(=O)NNC(=O)c2ccncc2)oc2ccc(Br)cc12	6.8%	-0.2%	-5.5%	-2.6%	-21.2%	-1.2%	-1.6%	-25.4%	-1.5%
COc1ccc(/C=N\NS(=O)(=O)c2ccc(Cl)cc2)cc1COc1ccccc1[N+](=O)[O-]	-5.8%	-1.1%	4.3%	-17.5%	-21.0%	2.5%	-3.1%	-10.7%	1.4%
Cc1nc(SCC(=O)O)c(C#N)c2c1CCCC2	-13.4%	11.5%	26.2%	-17.0%	-27.5%	45.7%	-3.7%	u	5.9%
COc1ccc(S(=O)(=O)N2CCOCC2)c2ccccc12	-0.2%	-0.3%	0.9%	-21.1%	-12.0%	11.9%	0.2%	3.1%	10.7%
CSc1ncnc2c1ncn2CCCNCC(c1ccccc1)c1ccccc1	-1.2%	x	x	-23.1%	x	x	4.5%	u	-10.8%
CC(C)C1C(=O)N(Cc2cn(CCC3OCCCO3)nn2)CCS(=O)(=O)N1Cc1ccc(-c2ccncc2)cc1 (stereo not drawn)	-8.0%	x	x	-18.9%	x	x	-13.0%	-0.3%	4.0%
C=CCNC(=S)N/N=C/c1ccccc1OCCOc1ccccc1	u	-1.2%	6.6%	-24.9%	14.2%	22.2%	-0.3%	1.5%	-13.7%
CCc1ccc(NCCC(=O)c2ccc(Cl)cc2)cc1	-5.0%	-0.8%	12.6%	-7.8%	-9.1%	u	-1.7%	2.6%	7.1%
CCCCOC(=O)CCn1[nH]c(=O)c2ccccc2c1=O	-7.1%	1.2%	3.7%	-13.6%	10.6%	u	-5.3%	-9.8%	2.8%
CC(=O)Nc1cccc(NC(C)=C(C#N)C#N)c1	2.6%	0.5%	-0.2%	u	-7.7%	8.3%	-2.3%	-18.1%	0.5%
O=C(COC(=O)/C=C/c1ccc(Cl)c(Cl)c1)NC1CC1	-14.7%	x	-1.1%	-1.5%	5.6%	-3.9%	0.1%	-12.9%	-1.4%
C=CCn1c(SCC(=O)Nc2ccc(OC)cc2)nc2ccccc2c1=O	8.0%	0.3%	-8.8%[57.1 µM]	-26.0%	-17.4%	5.3%[57.1 µM]	6.1%	7.2%	6.0%
COc1cc(NC(=O)CSc2ncnc3scc(-c4ccccc4)c23)c(C(=O)O)cc1OC	-5.7%	4.8%	0.0%	-19.0%	-21.6%	3.2%	-10.3%	-20.0%	-8.1%
Cc1ccccc1CN1CCC(n2nccc2NC(=O)c2cccnc2)CC1	-7.3%	7.6%	-3.5%	-3.9%	-24.2%	1.8%	-0.9%	113.0%[activator]	-0.8%
O=C(COc1coc(CN2CCN(c3ccccc3)CC2)cc1=O)Nc1ccccc1F	-2.4%	-0.6%	-7.5%	0.0%	12.1%	-12.9%	0.1%	0.7%	0.7%
COc1ccccc1C(=O)NC(=S)Nc1ccc2[nH]c(=O)[nH]c2c1	-2.8%	1.1%	9.6%	u	-6.7%	9.2%	-4.9%	u	-4.0%
NC(=O)C1CCN(C(=O)CC2C(=O)NCCN2Cc2cccc(Oc3ccccc3)c2)CC1 (stereo not drawn)	2.6%	-0.3%	-2.6%	-5.8%	-2.4%	u	-1.3%	u	-0.9%

Laid out differently: entries from further up
molecule,Vif-APOBEC3F blk,RXFP1 agonist,TrxR1 substrate,USP1 inh,RGS4 inhibitor,rTrxR1 inhibitor,Vif-A3G inh,ALOX12 inh,mIDH1 inhibitor
COc1cc(NC(=O)CSc2ncnc3scc(-c4ccccc4)c23)c(C(=O)O)cc1OC,-5.7%,4.8%,0.0%,-19.0%,-21.6%,3.2%,-10.3%,-20.0%,-8.1%
Cc1ccccc1CN1CCC(n2nccc2NC(=O)c2cccnc2)CC1,-7.3%,7.6%,-3.5%,-3.9%,-24.2%,1.8%,-0.9%,113.0%[activator],-0.8%

Only part of the results is shown (hit frequency here may not be typical).
